Screening data as filed in PubChem.
MT1-MMP act inh – blockers of MT1-MMP proenzyme processing, primary screen, HT1080 RFP-PRO-GFP cells, GFP/RFP fluorescence. Matrix metalloproteinase-14 (Homo sapiens), P50281. GFP/RFP ratio fluorescence, overnight; percent of plate control window, DMSO zero. GFP/RFP ratio change, % at 20 µM. 360,000 tested, 0.061% active. AID 651647, 2012;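 active means GFP/RFP ratio change of at least 30% with cell ATP level not reduced by more than half and red fluorescence within 50% of control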; further: strong numbers were not always called active
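Material: RFP-PRO-GFP reporter HT1080 cells. Dosing: single-point 20 µM compound, 1% DMSO. Controls: DMSO and RFP-L50D-GFP cell wells. Timing: cells overnight before dosing, compound overnight, 37 °C, 5% CO2. Measure: GFP/RFP fluorescence ratio.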
PABP1 MLLE inh – inhibitors of PABP1 MLLE–PAM2 peptide binding, primary screen, biochemical, fluorescence polarization, FITC-PAM2, GST-MLLE; 360,000 tested, 0.36% active; inhibition, % at 20 µM; Polyadenylate-binding protein 1 (Homo sapiens), P11940; in the data active means inhibition above about 35%, passing the limit was not always enough;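 further: plate controls were DMSO wells with GST-MLLE for no effect and wells lacking GST-MLLE protein for full effect; some results filed as inactive read as strong as hits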
SKN-1 inh – suppressors of acrylamide-induced Pgst-4::GFP reporter in worms, primary screen, SKN-1 inhibitor project, whole organism, uHTS, GFP/RFP fluorescence ratio, strain VP596; AID 624304, 2012; inhibition, % at 21.8 µM; C. elegans VP596 Pgst-4::GFP/RFP ratio, 24 h; 360,000 tested, 0.49% active;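 active means interference check ratio from 0.5 to 1.5 plus GFP to RFP signal ratio inhibition reaching or exceeding a fixed threshold, cut at about 30% in these data, passing the limit was not always enough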; further: some compounds called inactive have numbers as strong as hits
Neddyl block – inhibitors of cullin neddylation, primary screen, biochemical, TR-FRET, uHTS, NAE and Ubc12; AID 651699, 2012; calls only at 25 µM; 360,000 tested, 0.58% active; in the data active means inhibition above about 36%
MsrA act – bovine MsrA enzyme activators, primary screen, biochemical, absorbance, HTS. Methionine sulfoxide reductase A (Bos taurus). purified bovine MsrA, absorbance read-out. activation, % at 10.6 µM. 360,000 tested, 0.3% active; in the data active means activation above about 7.5%;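 further: 0% = vehicle and 100% = reference activator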
FAS TE block – FAS thioesterase domain inhibitors, primary screen, biochemical, fluorescence intensity, uHTS; Fatty acid synthase (Homo sapiens), P49327; recombinant FAS-TE, OMFH fluorogenic substrate, fluorescence endpoint; inhibition, % at 15 µM; 360,000 tested, 0.67% active; AID 602261, 2012;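 active means compounds whose normalised, plate-corrected inhibition of enzyme fluorescence in the single-dose primary screen is 50% or more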;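 further: 0% = DMSO with enzyme and 100% = substrate without enzyme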
CendR NRP1 mod – modulators of CendR peptide binding to NRP-1, primary screen, biochemical, fluorescence polarization, uHTS; Neuropilin-1 (Homo sapiens), O14786; FAM-RPARPAR peptide binding to NRP-1; inhibition, % at 25 µM; 360,000 tested, 0.85% active; AID 602438, 2012;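 active means inhibition or corrected inhibition above about 18%, plus a signal ratio from 0.5 to 1.5, limit read from the data, passing the limit was not always enough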; further: strong numbers were not always called active
Rin1-Abl PPI inh – inhibitors of Rin1-Abl protein binding, primary screen, biochemical, TR-FRET; Tyrosine-protein kinase ABL1 (Homo sapiens) + Ras and Rab interactor 1 (Homo sapiens), …; inhibition, % at 7.35 µM; 360,000 tested, 0.4% active; AID 588664, 2011; in the data active means inhibition above about 5%, passing the limit was not always enough
eLon inh – inhibitors of E. coli Lon protease, primary screen, biochemical, fluorescence polarization; P0A9M0; purified E. coli Lon protease; inhibition, % at 7.94 µM; 360,000 tested, 0.42% active; AID 602123, 2011; in the data active means inhibition above about 13%, passing the limit was not always enough;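 further: 0% = enzyme with probe and DMSO and 100% = no enzyme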
Active calls of the source: *; i = inactive; · = not tested or not shown.

SMILES	MT1-MMP act inh	PABP1 MLLE inh	SKN-1 inh	Neddyl block	MsrA act	FAS TE block	CendR NRP1 mod	Rin1-Abl PPI inh	eLon inh
NS(=O)(=O)c1ccc(NC(=O)COC(=O)c2ccc(Cl)cc2[N+](=O)[O-])cc1	2	0	-5	i	-4	-3	-4	-4	-9
COc1ccc(N2CCN(C(c3cccs3)C(C)NC(=O)C(=O)N3CCCCC3)CC2)cc1 (stereo not drawn)	-1	-6	11	i	-1	-2	-8	1	-1
COc1ccc(-c2cccc(C3CC=CC4C3C(=O)N(Cc3ccccc3)C4c3ccc(OC)c(Cl)c3)c2)cc1 (stereo not drawn)	-1	6	-1	i	-2	30	2	0	6
CCCc1cc2c(cc1NC(=O)c1ccc(C)cc1)OCO2	-1	-8	-6	i	1	1	-12	1	1
N/C(=N\C(=S)Nc1ccc2c(c1)OCO2)c1ccccc1	5	36	0	i	-3	-4	-1	4	3
COc1cccc(/C=C2/SC(=S)N(CC(=O)Nc3nnc(C)s3)C2=O)c1	15	6	6	i	-1	-1	-8	-3	-4
O=C(Nc1ccccc1)Nc1sccc1-c1nc2ccccc2s1	4	-70	23	i	-5	31	-31	-2	-36
CCCc1nc(C)c(-c2ccc(OC)c(OC)c2)c(=O)[nH]1	5	5	-15	i	-7	-7	-3	-1	-6
CCCOc1c(OC)cccc1C1CC(=O)Nc2cc3c(cc21)OCO3 (stereo not drawn)	-5	11	7	i	-4	2	2	-2	4
CCCOC(=O)c1ccc(OCC(O)CN2CCN(C(=O)c3ccccc3)CC2)cc1 (stereo not drawn)	2	-6	-13	i	-2	-12	-4	6	-6
O=C(O)CC(CC(=O)Nc1ccc2ccccc2n1)c1ccccc1 (stereo not drawn)	0	2	8	i	-2	-4	-9	-3	1
C/C(=N\NC(=O)COc1cccc(Br)c1)c1ccc2c(c1)OCCO2	-1	9	17	i	-4	16	8	0	3
COc1ccc(-c2ccc(SCC(=O)c3ccccc3)nn2)cc1OC	0	25	6	i	-1	16	9	-9	3
CCN(CC(=O)Nc1cccc(OC)c1)CC(=O)Nc1ccccc1C	-3	5	3	i	-8	-4	0	1	-2
CCOC(=O)C1CCCN(C(=O)CN2C(=O)C(CC)Oc3ccc(C)cc32)C1 (stereo not drawn)	-7	-5	4	i	-1	-4	-2	0	3
C=Cc1ccc(Cn2c(=O)n(C)c(=O)c3sccc32)cc1	4	1	-7	i	-1	6	5	-3	4
NS(=O)(=O)c1ccc(NC(=O)/C=C/c2ccccc2[N+](=O)[O-])cc1	0	-2	-3	i	-4	-3	16	-1	5
Cc1ccc([N+](=O)[O-])cc1NC(=O)CSc1n[nH]c(-c2cccnc2)n1	0	-8	5	i	-3	-8	2	0	5
COc1ccc(-n2cnc3c(N)nc(N)nc32)cc1	-1	-12	19	i	-4	-4	9	1	-1
CCOc1ccccc1NC(=O)N1CCC(n2nnc3cc(C)ccc32)CC1	-2	5	0	i	-1	1	13	-2	10

Continued, overlapping the part above by 2 compounds.
SMILES	MT1-MMP act inh	PABP1 MLLE inh	SKN-1 inh	Neddyl block	MsrA act	FAS TE block	CendR NRP1 mod	Rin1-Abl PPI inh	eLon inh
COc1ccc(-n2cnc3c(N)nc(N)nc32)cc1	-1	-12	19	i	-4	-4	9	1	-1
CCOc1ccccc1NC(=O)N1CCC(n2nnc3cc(C)ccc32)CC1	-2	5	0	i	-1	1	13	-2	10
COc1cccc(-c2csc(N3CCN(CC(=O)NNC(=O)c4ccc(Br)cc4)CC3)n2)c1	3	8	-5	i	-15	2	-3	-7	-5
C=CCn1c(C)cc(C(=O)COC(=O)c2ccc(N)c([N+](=O)[O-])c2)c1C	3	-1	5	i	-4	29	-13	-2	0
CCC(Oc1ccccc1)C(=O)N1CCN(C(=O)C(CC)Oc2ccccc2)CC1 (stereo not drawn)	-2	-5	0	i	-1	-5	6	0	-2
Cc1ccc(C)c(NC(=O)Cc2nc(CNCC(C)C)cs2)c1	-1	-4	18	i	-2	-7	3	-2	1
COc1cc(C(Nc2ccc(S(=O)(=O)N3CCC(C)CC3)cc2)C(=O)NCC2CCCO2)cc(OC)c1OC (stereo not drawn)	8	19	-7	i	1	-2	-4	0	-2
FC(F)(F)c1cccc(-c2ccc(-c3csnn3)o2)c1	-2	18	10	i	2	25	0	-1	1
O=C(O)C(C1CCCCC1)C1(O)CCCC1 (stereo not drawn)	-2	-2	-1	i	-4	-9	19	2	-5
Cc1ccc(C(=O)NNC(=O)c2ccc(NS(=O)(=O)c3cccs3)cc2)s1	4	4	-9	i	-4	-6	4	-2	6
CCCOc1ccc(CNC(=S)Nc2ccccc2)cc1Cl	3	-53	18	i	1	15	-1	3	6
Nc1ncc(-c2ccc(F)cc2)nc1N1CCN(CCO)CC1	0	12	8	·	-3	-8	0	-6	7
CCCCn1nnnc1NCc1cccnc1	·	-5	-37	i	-13	-2	-4	2	-5
C#CCN(C[C@@H]1[C@@H](OC(=O)NCC2CCCCC2)[C@@H](OC(=O)NCC2CCCCC2)CN(C(=O)OC(C)C)N1C(=O)OC(C)C)S(=O)(=O)c1ccc(C)cc1	-15	15	8	i	-2	12	-7	3	-8
Cc1c(Br)c([N+](=O)[O-])nn1CC(=O)N1CCc2ccccc2C1	3	2	10	i	-1	64*	-8	6	-7
CC(=O)NCCC(=O)Nc1ccc(C(N)=O)cc1	2	24	1	i	0	-6	-8	-2	-1
C=C(C)Cn1c(=O)c2c(nc3n2CCN3c2cccc(Cl)c2C)n(C)c1=O	6	-3	16	i	-1	-1	-5	-3	3
O=C1CN(C(=O)NCC(=O)N[C@H](Cc2ccccc2)C(=O)O)c2ccccc2N1	0	-2	-9	i	-7	-4	1	-5	3
CNc1cncc(-c2ccc(CN(C)C)cc2)n1	2	-1	-3	·	-3	-8	-5	-5	1
CCN(CC)c1nc(NN)nc(Nc2ccc(C)c(Cl)c2)n1	-8	11	7	i	0	-13	-4	1	-5
C[C@@H]1NC(=O)/C(=C\c2ccccc2Br)NC1=O	-2	5	-3	i	1	-9	12	1	2
CCc1cc2c(=O)c(-c3ccc4c(c3)OCCO4)coc2cc1OC(=O)c1ccco1	1	-1	0	i	-1	9	-9	1	6
Cn1c(=O)[nH]c(=O)c2c1nc(N1CCNCC1)n2Cc1cccc2ccccc12	-12	6	23	i	-4	-1	-12	0	3
CC(C)(C)C(=O)NC1CCN(S(=O)(=O)c2ccc(C(F)(F)F)cc2)CC1	-1	2	-6	i	-1	-7	6	2	2
COc1ccccc1Nc1nnc(SCC(=O)Nc2cc(C)on2)s1	1	-1	11	i	2	-12	10	-2	10
O=C(C1CCCN(Cc2cccs2)C1)N1CCCCCC1 (stereo not drawn)	0	-2	10	i	-1	-2	-2	-1	8
CC1(C(=O)NS(=O)(=O)c2cccc(Cl)c2)CCN1C(=O)C1(c2ccc(Cl)cc2)CCC1 (stereo not drawn)	4	19	15	i	1	-6	1	-6	6
CCOc1ccc(NS(=O)(=O)c2ccc3[nH]c(=O)oc3c2)cc1	3	-22	-27	i	-3	-6	-1	3	-3
CCOC(=O)C1(NC(=O)CN2C(=O)c3ccccc3C2=O)CCCC1	1	9	20	i	0	-5	4	2	1
CC1(C(=O)N(CC(=O)NC2CCCC2)C2CCCC2)CC(=O)N=C2C=CC=CN21 (stereo not drawn)	0	2	13	·	-6	-9	-2	3	-3
CCCc1[nH]nc2c1C(c1ccc(OC)c(CSC3=NCCS3)c1)C(C#N)=C(N)O2 (stereo not drawn)	3	8	24	i	-1	8	2	-1	-3
COC(=O)[C@@]12C[C@@H](CC(=O)N3CCOCC3)C(=O)N(CCc3ccc(OC)c(OC)c3)C1=CCC(C)(C)C2	3	·	20	i	·	·	4	·	·
CC(C)(C)c1ccc(N2C(=O)CC(c3ccccc3)C2=O)cc1 (stereo not drawn)	1	4	18	i	-5	-6	2	3	8
O=C(NCCN1CCCCC1)Nc1ccc(F)cc1F	4	19	1	i	-3	-5	2	-1	-5
C=CCn1c(=O)/c(=C/c2ccsc2)s/c1=C(\C#N)C(=O)NCCN1CCOCC1	-4	-25	-6	i	-2	-4	-37	1	-14
CC(NS(=O)(=O)c1ccccc1)C(=O)NCCc1ccccn1 (stereo not drawn)	3	9	-6	i	-3	-6	-1	4	1
CC(C)C1C(=O)N(Cc2cn(CCC3OCCO3)nn2)CCS(=O)(=O)N1Cc1ccc(-c2ccccc2)cc1 (stereo not drawn)	2	2	9	i	3	11	-5	3	-13
CC(CNS(=O)(=O)c1ccccc1)Sc1ncccn1 (stereo not drawn)	0	3	-5	i	-4	-4	-10	0	1

By substructure, those above with two or more sulfur atoms
SMILES	MT1-MMP act inh	PABP1 MLLE inh	SKN-1 inh	Neddyl block	MsrA act	FAS TE block	CendR NRP1 mod	Rin1-Abl PPI inh	eLon inh
COc1cccc(/C=C2/SC(=S)N(CC(=O)Nc3nnc(C)s3)C2=O)c1	15	6	6	i	-1	-1	-8	-3	-4
O=C(Nc1ccccc1)Nc1sccc1-c1nc2ccccc2s1	4	-70	23	i	-5	31	-31	-2	-36
Cc1ccc(C(=O)NNC(=O)c2ccc(NS(=O)(=O)c3cccs3)cc2)s1	4	4	-9	i	-4	-6	4	-2	6
COc1ccccc1Nc1nnc(SCC(=O)Nc2cc(C)on2)s1	1	-1	11	i	2	-12	10	-2	10
CCCc1[nH]nc2c1C(c1ccc(OC)c(CSC3=NCCS3)c1)C(C#N)=C(N)O2 (stereo not drawn)	3	8	24	i	-1	8	2	-1	-3
C=CCn1c(=O)/c(=C/c2ccsc2)s/c1=C(\C#N)C(=O)NCCN1CCOCC1	-4	-25	-6	i	-2	-4	-37	1	-14
CC(CNS(=O)(=O)c1ccccc1)Sc1ncccn1 (stereo not drawn)	0	3	-5	i	-4	-4	-10	0	1
